RmlCD inh 1536 = inhibitors of Mycobacterium tuberculosis RmlC and RmlD coupled enzymes; P9WH09+P9WH11; RmlC+RmlD coupled enzyme assay, percent inhibition; primary screen in compound mixtures; inhibition, % at 3.6 µM; 160,000 compounds, 0.03% hits; AID 1533; in the data active = inhibition mostly above about 34%, no sharp cut-off; note: some results filed as inactive read as strong as hits
Target sequence (P9WH09 whole entry, looked up): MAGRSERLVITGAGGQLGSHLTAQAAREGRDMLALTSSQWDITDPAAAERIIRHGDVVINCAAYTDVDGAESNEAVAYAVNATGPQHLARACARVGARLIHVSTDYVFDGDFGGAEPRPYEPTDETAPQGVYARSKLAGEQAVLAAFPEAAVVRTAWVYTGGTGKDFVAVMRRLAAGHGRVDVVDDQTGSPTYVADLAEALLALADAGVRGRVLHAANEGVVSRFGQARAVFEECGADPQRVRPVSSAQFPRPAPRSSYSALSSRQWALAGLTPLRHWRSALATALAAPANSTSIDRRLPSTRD
Target sequence (P9WH11 whole entry, looked up): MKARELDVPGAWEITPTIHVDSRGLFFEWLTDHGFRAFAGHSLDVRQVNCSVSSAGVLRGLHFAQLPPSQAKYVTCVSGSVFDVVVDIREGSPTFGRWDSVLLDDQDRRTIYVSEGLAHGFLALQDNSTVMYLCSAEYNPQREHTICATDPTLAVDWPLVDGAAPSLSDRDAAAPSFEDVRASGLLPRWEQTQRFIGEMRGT
GlmU inhibition = inhibition of mycobacterial GlmU enzyme – biochemical, glucosamine-1-phosphate acetyltransferase (AID 1376). M. tuberculosis GlmU acetyltransferase enzyme assay; higher % means a stronger effect. one-dose inhibition, %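 (tested at 30 µM in the primary screen)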; IC50 in µM for titrated hits. 220,000 compounds, 0.25% hits; in the data active = inhibition above about 13%;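 note: 0% = complete reaction with vehicle and 100% = reaction without substrate; strong numbers were not always called active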
The depositor's hits bear a star; / = no result given. Some of the compounds tested. The share of hits here may be higher or lower than overall.

SMILES | RmlCD inh 1536 | GlmU inhibition
Cc1cccnc1NC(=O)c1cc2c(=O)oc3ccccc3c2s1 | -10 | -0.2%
Cc1nnc(SCc2ccccc2)n1N | -2 | /
COc1ccc(S(=O)(=O)N2CCC(C(=O)Nc3ccc(OC)c(OC)c3)CC2)cc1C | / | -8.4%
COc1ccc(CN(C(=O)c2ccco2)c2ccccc2)cc1 | / | 6.8%
O=C1[C@@H]2C(Cc3ccc(O)cc3)NC3(C(=O)Nc4ccc(F)cc43)[C@@H]2C(=O)N1c1ccccc1 (stereo partly drawn) | / | -5.5%
Cc1cc[n+](-c2[nH]c(=O)sc2/C=N/N=C(\[O-])c2ccccc2)cc1C | 8 | 5.6%
CCC(C)NC(=O)c1ccc([N+](=O)[O-])c(Cl)c1 (stereo not drawn) | 1 | 0.4%
O=C(N/C(=C\c1ccc(F)cc1)C(=O)N1CCCCCC1)c1ccccc1 | -11 | 2.0%
C=CCNC(=O)/C(C#N)=C/c1cn(-c2ccccc2)nc1-c1ccc(OC)c([N+](=O)[O-])c1 | / | 4.6%
COc1ccc(NC(=O)c2ccc3c(c2)OCO3)cc1Cl | 36 | -0.5%
Cc1cccc(CSc2nnc(-c3ccco3)o2)c1 | -7 | -1.9%
O=C(COC(=O)C1CC1)Nc1ccccc1Sc1ccccc1 | -13 | 1.7%
O=C(NCc1cccc(C(F)(F)F)c1)C1CCCN(c2ncccn2)C1 (stereo not drawn) | 4 | 3.5%
COc1ccc(C2N(c3ccc(OC)cc3)C(=S)N3CCCN23)cc1 (stereo not drawn) | -5 | -4.5%
CCOc1ccc2[nH]c(=O)c(CN(CCO)C(=O)CC)cc2c1 | 0 | -0.6%
COc1ccc(NC(=S)NC(NC(=O)c2cccc(Cl)c2)C(Cl)(Cl)Cl)c([N+](=O)[O-])c1 (stereo not drawn) | / | -1.4%
O=C(c1ccccc1)C(Cn1cncn1)C(Sc1ccccc1)c1ccccc1 (stereo not drawn) | / | -3.6%
Cc1oc(-c2cccs2)nc1CS(=O)CC(=O)NCCCOC(C)C (stereo not drawn) | 5 | 4.5%
CN(C)C(CN=C1NS(=O)(=O)c2ccccc21)c1ccco1 (stereo not drawn) | -15 | -4.7%
COc1ccc(Cc2nnc(SCC(=O)NCC3CCCO3)o2)cc1 (stereo not drawn) | -3 | 5.1%

Another view of part of the listing above:
Results follow in this order: RmlCD inh 1536	GlmU inhibition
Cc1cc[n+](-c2[nH]c(=O)sc2/C=N/N=C(\[O-])c2ccccc2)cc1C
    8	5.6%
CCC(C)NC(=O)c1ccc([N+](=O)[O-])c(Cl)c1 (stereo not drawn)
    1	0.4%
O=C(N/C(=C\c1ccc(F)cc1)C(=O)N1CCCCCC1)c1ccccc1
    -11	2.0%
C=CCNC(=O)/C(C#N)=C/c1cn(-c2ccccc2)nc1-c1ccc(OC)c([N+](=O)[O-])c1
    /	4.6%
COc1ccc(NC(=O)c2ccc3c(c2)OCO3)cc1Cl
    36	-0.5%
Cc1cccc(CSc2nnc(-c3ccco3)o2)c1
    -7	-1.9%
O=C(COC(=O)C1CC1)Nc1ccccc1Sc1ccccc1
    -13	1.7%
O=C(NCc1cccc(C(F)(F)F)c1)C1CCCN(c2ncccn2)C1 (stereo not drawn)
    4	3.5%
COc1ccc(C2N(c3ccc(OC)cc3)C(=S)N3CCCN23)cc1 (stereo not drawn)
    -5	-4.5%
CCOc1ccc2[nH]c(=O)c(CN(CCO)C(=O)CC)cc2c1
    0	-0.6%
COc1ccc(NC(=S)NC(NC(=O)c2cccc(Cl)c2)C(Cl)(Cl)Cl)c([N+](=O)[O-])c1 (stereo not drawn)
    /	-1.4%
O=C(c1ccccc1)C(Cn1cncn1)C(Sc1ccccc1)c1ccccc1 (stereo not drawn)
    /	-3.6%
Cc1oc(-c2cccs2)nc1CS(=O)CC(=O)NCCCOC(C)C (stereo not drawn)
    5	4.5%
CN(C)C(CN=C1NS(=O)(=O)c2ccccc21)c1ccco1 (stereo not drawn)
    -15	-4.7%

New compounds follow:
SMILES | RmlCD inh 1536 | GlmU inhibition
Cc1ccc(CCN2CC(C(=O)NCc3ccco3)CC2=O)cc1 (stereo not drawn) | -1 | 1.0%
COc1ccc(OCCCn2c(=O)oc3ccccc32)cc1 | / | -5.1%
CC1(C)SC(=S)N(Cc2ccc3c(c2)OCO3)C1N(O)C(=O)NC1CCCCC1 (stereo not drawn) | 15 | -7.0%
COc1ccc(-c2cc(O)cc(O)c2)cc1 | 13 | 1.4%
CC(=O)c1cc(C#N)c(NCc2ccccc2)nc1C | 2 | 2.4%
Cc1cccc(NC(=S)NCC23C=CC(O2)C2C(=O)N(c4ccc(Cl)cc4)C(=O)C23)c1 (stereo not drawn) | -9 | 3.8%
CC1(C)COC(c2cc([N+](=O)[O-])ccc2Cl)=N1 | 13 | -0.6%
CS(=O)(=O)N(CC(=O)Nc1ccc(Cl)c(Cl)c1)C1CCCCC1 | -6 | 1.5%
CCOc1ccc2c(c1)sc(=NC(=O)C1CC1)n2C | 6 | 0.8%
CCCS(=O)(=O)N1CCC(C(=O)NCCN(C)Cc2ccccc2)CC1 | / | 4.4%
CCOC(=O)N1CCC(NC(=O)C2CCCN(C(=O)N3CCOc4ccccc43)C2)CC1 (stereo not drawn) | 28 | 0.0%
COC(=O)c1[nH]c2ccc(C)cc2c1NS(=O)(=O)c1ccc(F)c(C)c1 | 32 | /
COc1ccc(NS(=O)(=O)c2cccc(NC(=O)CNC(C)=O)c2)cc1 | / | -2.5%
Cn1nnc2c(sc3nc(N4CCOCC4)c4c(c32)CCCC4)c1=O | -5 | -2.6%
O=C(CCl)NC1(C(F)(F)F)C(=O)Nc2c1c(=O)[nH]c(=O)n2-c1ccccc1 (stereo not drawn) | / | -0.6%
CCOC(=O)n1c(=O)oc2cc(S(=O)(=O)N3CCOCC3)ccc21 | -3 | -0.9%
O=C1CC2(CCOCC2)Oc2ccc3ccccc3c21 | / | 4.3%
CCn1c(O)c(/C=N/NC(=O)c2ccccc2)c(=O)n(CC)c1=S | 9 | 2.2%
CN(C)S(=O)(=O)c1cccc(-c2cn3cccnc3n2)c1 | 0 | 8.2%
COc1ccc(N=Cc2c(O)n(-c3ccc(OC)cc3)c(=O)c3ccccc23)cc1 | 4 | 8.4%
CCNS(=O)(=O)c1ccc(CCC(=O)Nc2ccccc2)cc1 | -14 | 3.7%
COCCCN1Cc2ccccc2C1=N | / | -2.3%
COc1cccc(Nc2nc(-c3cccc(N4C(=O)c5ccccc5C4=O)c3)cs2)c1 | / | 3.8%
CCOC(=O)C1CCCN(C(=O)c2cccc(NC(=O)C(CC)CC)c2)C1 (stereo not drawn) | -13 | 3.6%
CCOC(=O)N1CCN(S(=O)(=O)c2ccc(C)c(C)c2C)CC1 | 10 | -1.0%
CCC1(C)Cc2nc3[nH]c(=S)n(-c4ccccc4C)c(=O)c3cc2CO1 (stereo not drawn) | / | 12%
CCN(C(C)=O)c1ccc(Oc2nc(OC)cc(OC)n2)cc1 | 6 | -4.2%
C=CCSc1nc2c(c(=O)[nH]c(=O)n2C)n1C/C=C(/C)Cl | -6 | 2.2%
O=C(CCC(=O)OCc1ccc([N+](=O)[O-])cc1)Nc1ccccc1Cl | -11 | -2.0%
CC(C)NC(=O)COc1cccc2ccccc12 | 3 | -1.0%
CCN(CC)C(=O)C12CC3CC(CC(Cl)(C3)C1)C2 | 7 | -3.5%
O=C1NC(c2cccc(Br)c2)=N/C1=C\c1ccco1 | / | 1.5%
O=C(Nc1ccccc1)N1CCC2(CC1)OCCO2 | 5 | 2.5%
O=C(Nc1ccc(Cl)c(Cl)c1)c1ccc(Cl)c(Cl)c1 | -9 | 3.1%
O=C(NCc1cccs1)C(=O)c1cn(CC(=O)N2CCCC2)c2ccccc12 | -2 | /
COC(=O)c1ccc(C)c(NS(=O)(=O)c2ccc(OC)c(OC)c2)c1 | 41 | 4.5%
O=C(CSc1ccc(-c2ccncc2)nn1)c1ccc(Cl)cc1 | 7 | -2.2%
CN1C(=O)NC(c2ccccc2)C2=C1CN(CCc1ccccc1)C2=O (stereo not drawn) | 1 | -3.5%
COc1ccc(C(=O)Oc2cccc(Nc3ncnc4ccccc34)c2)cc1OC | 8 | -5.8%
COc1cccc(NC(=O)C(c2ccccc2)N2CCCCC2)c1 (stereo not drawn) | 4 | 3.5%
CC(=O)Nc1ccccc1-c1nc2ccccc2nc1OCC(=O)c1ccc2ccccc2c1 | 23 | 0.3%
O=C(O)CC(NC(=O)COc1ccc(Cl)cc1Cl)C(=O)O (stereo not drawn) | / | 6.6%
Nc1nnc(CSCc2ccccc2Cl)s1 | 14 | 1.3%
O=C(Nc1cccc(Cl)c1)c1cccc(Oc2ccc([N+](=O)[O-])cc2Cl)c1 | -17 | 0.2%
COc1ccccc1N1CCN(C(=S)NC(=O)/C=C/c2ccccc2)CC1 | 1 | 2.1%
CC1=Nc2ccccc2/C1=C\c1nc(-c2ccccc2)oc1O | 11 | -11%
COc1ccc(N2C(=O)/C(=C\c3ccco3)N=C2SCC(N)=O)cc1Cl | -2 | 4.6%
COc1ccc(C(=O)NC2CCCc3ccccc32)cc1S(=O)(=O)N1CCOCC1 (stereo not drawn) | -1 | 2.4%
C/C(=N\Nc1ccc(C(=O)O)cc1)c1ccc(-n2ccnc2)cc1 | -19 | 4.0%
COc1ccc(CCNc2nc3ccccc3n3cnnc23)cc1OC | / | -7.7%

Continued:
SMILES | RmlCD inh 1536 | GlmU inhibition
CCNc1nc(Cl)nc(NCc2ccccc2)n1 | 18 | 0.6%
COc1ccc(C(c2nnnn2Cc2ccccc2)N2CCN(C(=O)c3ccco3)CC2)cc1OC (stereo not drawn) | / | 0.4%
Clc1ccc(-c2csc(N3CCOCC3)n2)cc1 | -1 | -4.0%
Cc1cc(C)c(C)c(OCCCn2ccnc2)c1 | / | -3.0%
Cn1c(NCc2cc(Br)ccc2O)nc2ccccc21 | / | 1.5%
Cc1ccsc1C(=O)OCC(=O)NCc1ccc2c(c1)OCO2 | / | -0.9%
Cc1c(C(=O)NCC2CCCO2)oc2ccc(S(=O)(=O)N3CCCC3)cc12 (stereo not drawn) | -6 | -4.2%
OCCC#Cc1ccc(CN2CCN(C3CCCCC3)C(CCO)C2)cc1 (stereo not drawn) | / | -3.0%
Cc1cccc(N(C(=O)CS(=O)CC(=O)Nc2ccc3c(c2)OCO3)C(C)C(=O)NC2CCCC2)c1C (stereo not drawn) | 1 | -1.8%
Cc1csc(NC(=O)Cc2nn(C)c(=O)c3ccccc23)n1 | 4 | -1.6%
O=C1CCC(c2ccccc2)=NN1Cc1c(F)cccc1Cl | -9 | -6.7%
CCOC(=O)c1c(C)n(C)c2ccc(O)c(CN3CCC(C)CC3)c12 | -3 | -2.5%
O=C(c1cc(-c2ccccc2Cl)on1)N1CCN(C(=O)c2ccco2)CC1 | / | -0.5%
COc1ccccc1CNC(=O)CCCOc1cc(=O)n(C)c2ccccc12 | 3 | -4.5%
COc1ccc(CN(Cc2cc3cc4c(cc3[nH]c2=O)OCO4)C(=O)NC2CCCCC2)cc1 | -5 | 2.3%
O=c1cc(CN2CCOCC2)c2c(ccc3ccccc32)o1 | -6 | 0.1%
COc1ccc(CC(=O)n2[nH]c(=O)c3ccccc3c2=O)cc1OC | 0 | -2.6%
CCn1nc(C)c(NC(=O)CCCSc2nc(-c3ccco3)cc(C(F)(F)F)n2)c1C | 7 | 1.2%
Cc1ccc2c(c1)NC(C(C)(C)C)CO2 (stereo not drawn) | 16 | 1.4%
C=CCn1c(SCC(=O)c2c(N)n(CCC)c(=O)n(C)c2=O)nnc1-c1ccncc1 | -3 | 5.7%
Cc1ccc(-c2noc(-c3c(C)noc3C)n2)cc1 | -5 | -6.2%
O=C1C(Cl)=C(NCC2CCCO2)C(=O)N1C1CCCCC1 (stereo not drawn) | 9 | -4.0%
C[C@H]1CCC[C@]2(O[C@H](CCO)C[C@@H](O)[C@@H]2O)O1 | / | 4.6%
Cn1nnnc1Sc1nc(-c2cccnc2)nc2ccccc12 | / | -1.5%
CN(C)S(=O)(=O)c1cccc(NC(=S)N(CCC#N)Cc2cccnc2)c1 | 8 | 10%
O=C(OCc1ccccc1)C1=NNC2C(=O)N(c3ccc(Br)cc3)C(=O)C12 (stereo not drawn) | -3 | -3.5%
COC(=O)C1=C(C)N=C2SC(C#N)=C(N)N2C1c1ccc(OC)cc1 (stereo not drawn) | / | 0.3%
CSc1nc(C)cc(SC(C(C)=O)C(=O)Nc2ccccc2)n1 (stereo not drawn) | 17 | 1.0%
CC(C)OC(=O)c1cccc(C(=O)Oc2ccccc2)n1 | / | -2.3%
CCc1cc2c(=O)n(Cc3ccco3)c(SCc3c(C)noc3C)nc2s1 | 2 | -2.4%
NC(=O)C1(N2CCCCC2)CCN(CC(=O)Nc2ccccc2-c2ccccc2)CC1 | -2 | 0.5%
NC(=O)C1CCN(C2=C(NS(=O)(=O)c3ccccc3)C(=O)c3ccccc3C2=O)CC1 | 10 | -0.7%
COc1cc(C2NC(=O)NC(C)=C2C(=O)OC2CCCC(C)C2)ccc1O (stereo not drawn) | -5 | -2.2%
CC(C)CC(=O)Nc1ccc(-c2nnn(CC(=O)NCc3ccco3)n2)cc1 | 2 | -3.7%
CCN(CC)CCCSc1nc2ccccc2s1 | -7 | -3.2%
Cc1cccc(OCC(=O)N2CCC(N3CCCCCC3)CC2)c1 | / | -8.0%
COC(=O)CNC(=O)C1Nc2ccc(OC(F)(F)F)cc2C2C=CCC12 (stereo not drawn) | / | -0.3%
N/C(CS(=O)(=O)c1ccccn1)=N\OC(=O)c1ccccc1Cl | -11 | -0.4%
CCOC(=O)c1c(NCc2ccccc2)n[nH]c1C | / | 0.9%
Cn1cc(/C(Cc2ccccc2)=N\O)c2ccccc21 | / | -4.9%
Cc1ccc(NC(=O)c2nc3nccc(C)n3n2)c(C)c1 | 2 | 7.3%
Cc1ccc(CN2CCNC(=O)C2CC(=O)O)cc1 (stereo not drawn) | / | -3.3%
O=C(CCCN1C(=O)c2cccc3cccc(c23)C1=O)NCc1cccs1 | 5 | -0.8%

Bioassay records as filed in PubChem.
